Chronic BCR inh = blocks chronic active B-cell receptor signaling; ABC-DLBCL IkBa-CBG/CBR reporter, luminescence ratio, 4 h; Potency, µM (series often up to 46.1 µM), for the others: at the highest dose ratio change, negative = lower green/red ratio, hits mostly inhibitors; hit rate 0.05% among 340,000; AID 493014; active = well fitted inhibition curve with a large enough effect in the signal ratio, with a control signal flat, not every such curve was filed as active; inconclusive = small, poorly fitted or top-dose-only effect, or effect the other way, or a change in a side signal; the % refers to the signal ratio;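 also: potency is read from the fitted curve at half-maximal effect; plate controls were basal doxycycline-induced cells for no effect and cells given 10 µM MG132 for full effect; MG132 reads +100%, hits lower the ratio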
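Doxycycline induced both beetle luciferases in TMD8 lymphoma cells; IKK-driven degradation limits the IkappaBalpha-fused green signal, while red luminescence normalises for cell number and nonspecific effects. Compounds tested up to 46 uM, 4 hrs.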
TSG101-PTAP inh = blocks PTAP/TSG101 interaction to inhibit HIV-1 budding | 340,000 tested, under 10 active | Q99816 | Potency, µM (titrated, usually from 115 µM), without a hit: at the top dose activity change, negative = inhibition, most hits filed as inhibitors | Fluorescence polarization, FITC-PTAP peptide / Tsg101 binding; active = well fitted inhibition curve with a large enough effect in the main read-out, with a control signal flat, not every such curve was filed as active; inconclusive = small, poorly fitted or top-dose-only effect, or effect the other way, or a change in a side signal; inactive = no such curve, though single readings can be large or run the other way; also: potency is read from the fitted curve at half-maximal effect; % of control where 0% means no effect
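Compounds were pin-transferred onto Tsg101 binding domain (10 uM final) in HEPES pH 7.5 buffer, then FITC-PTAP peptide was added at 50 nM final. After 20 min at RT, polarization reported peptide displacement across a qHTS concentration series.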
Tb PFK inh = blocks T. brucei phosphofructokinase; T. brucei PFK, ADP-Glo luminescence; hit rate 0.17% among 330,000; AID 485367; O15648; Potency, µM (doses to about 57.5 µM), for inactives: at the top dose activity, negative = inhibition, usual class: inhibitors;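 also: potency is read from the fitted curve at half-maximal effect; 0% = uninhibited 1x PFK enzyme wells and -100% = no-enzyme wells; nearly all actives have a fitted effect of over 60% in size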
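Compounds were pin-transferred as a titration series up to 57 uM into substrate buffer (0.5 mM F6P, 0.1 mM ATP, pH 8.0), then 1.25 nM PFK was added and reactions ran 45 min before ADP-Glo detection.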
uPA generation = cell surface uPA generation inhibition | Potency, µM (top dose mostly 38.3 µM), inactives show at the top dose activity change, negative = inhibition, actives largely listed as inhibitors | hit rate 0.31% among 330,000 | cell surface uPA generation assay, qHTS; active = well fitted inhibition curve with a large enough effect; inconclusive = small, poorly fitted or top-dose-only effect; inactive = no such curve, though single readings can be large or run the other way; tested in mouse RAW 264.7 cells; also: potency is read from the fitted curve at half-maximal effect; % is scaled to controls: 0 for no effect and ±100 for the full control effect; nearly all actives have a fitted effect of over 55% in size
TSHR antagonist = blocks TSH signaling through the human TSH receptor; P16473; TSHR-expressing cells, TSH-stimulated cAMP HTRF, 2 h; active compounds read low; activity change, negative = inhibition, % at 11.5 µM; hit rate 0.2% among 330,000; AID 504810;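 active = activity change below a set negative limit, meaning inhibition stronger than a set level, cut at about -70% in these data; inconclusive = activity change between two set negative limits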; also: % is scaled to controls: 0 for no effect and ±100 for the full control effect
Target sequence (P16473 whole entry, looked up): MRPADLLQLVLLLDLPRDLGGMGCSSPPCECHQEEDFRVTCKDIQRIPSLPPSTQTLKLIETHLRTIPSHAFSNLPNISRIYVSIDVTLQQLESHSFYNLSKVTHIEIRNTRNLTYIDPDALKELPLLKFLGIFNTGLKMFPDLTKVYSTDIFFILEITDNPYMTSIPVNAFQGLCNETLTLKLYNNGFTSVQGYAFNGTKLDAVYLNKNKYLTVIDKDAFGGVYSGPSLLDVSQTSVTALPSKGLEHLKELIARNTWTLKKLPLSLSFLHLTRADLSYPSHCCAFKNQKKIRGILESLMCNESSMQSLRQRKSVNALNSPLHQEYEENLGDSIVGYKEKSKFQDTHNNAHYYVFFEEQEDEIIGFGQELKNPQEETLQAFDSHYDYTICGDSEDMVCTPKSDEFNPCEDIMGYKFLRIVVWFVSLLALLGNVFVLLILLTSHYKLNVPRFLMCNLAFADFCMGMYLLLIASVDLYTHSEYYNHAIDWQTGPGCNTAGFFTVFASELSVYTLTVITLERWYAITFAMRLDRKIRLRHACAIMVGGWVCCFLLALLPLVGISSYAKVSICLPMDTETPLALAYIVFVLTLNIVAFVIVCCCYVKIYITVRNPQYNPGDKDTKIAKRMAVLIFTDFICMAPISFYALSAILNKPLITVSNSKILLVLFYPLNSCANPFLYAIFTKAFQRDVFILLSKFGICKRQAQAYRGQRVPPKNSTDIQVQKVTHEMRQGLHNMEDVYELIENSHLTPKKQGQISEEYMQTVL
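Competitive HTRF cAMP read-out (cryptate anti-cAMP antibody, cAMP-d2; 30 min, room temperature) in freshly harvested TSHR cells. Compounds added before TSH at EC80 (4nM final), followed by 2 hours' incubation at 37 deg C.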
Mito fusion act = blocks mitochondrial division or promotes mitochondrial fusion | hit rate 0.23% among 320,000 | Potency, µM (highest dose often 46.1 µM), for the others: at the top dose growth rescue (activation), hits mostly activators | S. cerevisiae fusion-defective mutant growth rescue, CellTiterGlo 48 h | AID 485298;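 also: potency is read from the fitted curve at half-maximal effect; % of control where 0% means no effect; nearly all actives have a fitted effect of over 45% in size; temperature-sensitive fusion mutants such as fzo1-1 at 37 °C on non-fermentable ethanol glycerol medium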
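Read-out: ATP-based luminescence (CellTiterGlo, 10 min ambient) reporting growth of fusion-defective ts yeast after 48 hours at 37C on glycerol/ethanol YPEG medium in the presence of compound.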
TCR activator = activates T cell receptor signaling; primary human leukocytes, anti-CD3, IL-2 HTRF, 48 h; Potency, µM (titrated, usually from 9.22 µM), for inactives: at the top dose activation of IL-2 secretion, hits mostly activators; 330,000 tested, under 10 active; AID 504894; also: % of control where 0% means no effect
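IL-2 produced over 48 hr by a-CD3 bead-stimulated primary human leukocytes exposed to compounds was detected with a homogeneous time-resolved FRET immunoassay, 665nm acceptor signal after 320nm excitation.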
ELG1 DNA repair = blocks ELG1-dependent DNA repair in HEK293T cells; HEK293T ELG1-luciferase reporter, luminescence, 16 h; DNA damage induced by 5-fluorouridine; Potency, µM (top dose mostly 46.1 µM), for inactives: top-dose activity change, negative = inhibition, usual class: inhibitors; hit rate 2.3% among 330,000; also: potency is read from the fitted curve at half-maximal effect; % is scaled to controls: 0 for no effect and ±100 for the full control effect; nearly all actives have a fitted effect of over 55% in size
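Step one: seed 2,000 cells per well. Step two: pin-transfer compound or DMSO alongside 5-fluorouridine. Step three: incubate 16 hr, 37 °C, 5% CO2. Step four: add ONE-Glo, wait 30 min, read luminescence.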
Eya2 inh = Eya2 (human) phosphatase inhibition; recombinant Eya2, OMFP fluorescence dephosphorylation (OMFP is methylfluorescein phosphate); O00167; hit rate 0.006% among 330,000; Potency, µM (top dose mostly 76.9 µM), for the others: at the top dose activity, negative = inhibition, hits mostly inhibitors; also: potency is read from the fitted curve at half-maximal effect; % is scaled to controls: 0 for no effect and ±100 for the full control effect
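Eya2 (0.2 uM) preincubated 10 min at ambient with compound, then OMFP substrate added at 50 uM; 10 min reaction in 50 mM HEPES pH 7.5, 50 mM NaCl, 5 uM MgCl2, 0.05% BSA, 1 mM DTT. Fluorescence read at Ex 485/Em 525 nm.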
USP2a inh = blocks human ubiquitin-specific protease USP2a; O75604; USP2 core, Ub-CHOP2 coupled fluorogenic reporter, 485/531; Potency, µM (series often up to 38.3 µM), for inactives: at the top dose activity change, negative = inhibition, actives largely listed as inhibitors; hit rate 0.01% among 330,000;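 also: potency is read from the fitted curve at half-maximal effect; plate controls were DMSO wells for no effect and full inhibition by NEM control for full effect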
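Deubiquitinase activity read as fluorescence (485/531 nm) after Ub-CHOP2 cleavage activates the enterokinase reporter on its substrate; USP2 core 10nM, Ub-CHOP2 and substrate 25nM each, 30min compound preincubation then 60min RT; data normalized to NEM, curves fitted.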
B2AR arrestin = agonists driving beta-arrestin recruitment to human beta2-adrenergic receptor; P07550; beta-arrestin recruitment to beta2AR, cell-based reporter; Potency, µM (doses to about 46.1 µM), for the others: at the top dose activation, usual class: activators; hit rate 0.02% among 330,000; AID 492947;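 also: potency is read from the fitted curve at half-maximal effect; 0% = DMSO controls and full agonism = EC100 isoproterenol or metaproterenol; nearly all actives have a fitted effect of over 65% in size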
* = called active by the depositor; ? = inconclusive; nt = no result given; & = joins results of further samples; ! = not active in a repeat; [ ] = another dose, or the depositor's remark. Unless noted, calls follow the shape of the dose curve; as a rule, active = well fitted curve in the direction sought with a large enough effect; inconclusive = small, poorly fitted or top-dose-only effect, or another doubt; inactive = no such curve, though single readings can be large; an effect the other way counts as inactive or inconclusive. Not a hit list; about 3% have a hit in one of these screens.

SMILES | Chronic BCR inh | TSG101-PTAP inh | Tb PFK inh | uPA generation | TSHR antagonist | Mito fusion act | TCR activator | ELG1 DNA repair | Eya2 inh | USP2a inh | B2AR arrestin
CCOc1ccc(NC(=O)Nc2ccon2)cc1 | -2% | -1% | -6% | ? | 10 | -2% | 3% | ? | -5% | 0% | -0.9%
CC(=O)c1sc(N2CCOCC2)nc1-c1ccccc1 | 0% | 2% | 2% | 2% | 4 | -9% | 11% | 12% | 5% | -1% | 0.0%
COc1cc2[nH]c3c(=O)n(CCN4CCCCC4)cnc3c2cc1OC | -1% | -5% | 1% | 5% | -5 | 0% | -2% | 6% | -3% | -1% | -4.4%
Cc1ccc2c(c1)N(CC(=O)N1CCC(O)CC1)C(=O)CO2 | 6% | -8% | -23% | 1% | 13 | 4% | -1% | 16% | -1% | 3% | 0.0%
Cc1ccc(CNC(=O)[C@H](C)N2C(=O)N3CCc4c([nH]c5ccccc45)[C@@]3(C)C2=O)cc1 | ? | 0% | 13% | -5% | 0 | -1% | 1% | ? | -8% | -13% | 0.2%
Cc1ccc(-n2c(Cc3cccn3C)nnc2SCC(=O)Nc2nnc(C)s2)cc1 | 6% | -7% | 4% | nt | -6 | -2% | 4% | -20% | -3% | 3% | -0.6%
COc1ccc([N+](=O)[O-])cc1NC(=S)NC(NC(=O)C(c1ccccc1)c1ccccc1)C(Cl)(Cl)Cl (configuration not stated) | ? | -1% | 7% | -11% | -1 | -1% | -11% | -18% | -7% | 1% | -1.1%
COc1cc2c(cc1O)C(Cc1ccc(O)cc1)NCC2 (configuration not stated) | -9% | -1% | 0% | -23% | 4 | -2% | 5% | -1% | -10% | 0% | -1.3%
CN(C(=O)C(Cl)Cl)C1CC2C=CC1C2 (configuration not stated) | 0% | -1% | 10% | -1% | -2 | -1% | -31% | -5% | 10% | 0% | -0.6%
COc1ccc(NC(=O)CSc2nnc(-c3ccccn3)n2Cc2ccco2)cc1OC | 0% | -4% | -1% | 3% | -5 | 1% | 2% | -20% | -14% | 2% | -0.6%
O=C(c1cccc(C(=O)N2CCN(c3ccccc3F)CC2)n1)N1CCN(c2ccccc2F)CC1 | -8% | 3% | -2% | -7% | -7 | 2% | -5% | ? | -4% | -4% | -0.1%
C=CCN(CC=C)C(=S)NC(=O)c1ccc(-c2ccccc2)cc1 | ? | 0% | -4% | -2% | -7 | 8% | 4% | -1% | -7% | -11% | -0.1%
Nc1nc2ccc(OC(F)(F)F)cc2s1 | ? | -1% | -9%&3% | ? | -19&-2&-5 | 3.3µM*! | -1% | ? | -10%&1%&1% | 1%&4% | -0.1%&-0.3%
O=C(CCc1nc2ccccc2c(=O)[nH]1)OCC(=O)c1cccc(Cl)c1 | 3% | -2% | 2% | -2% | 24 | 0% | 4%[46.1 µM] | 0% | 0% | -1% | -0.5%
CCOC(=O)CSc1nnc2c3ccccc3n(C)c2n1 | 12% | 1% | 3% | -4% | 0 | -2% | nt | ? | -2% | 0% | 0.3%
O=C(NCc1cccc(Cl)c1)c1ccc(N2CC3CC(C2)c2cccc(=O)n2C3)c(NC(=O)c2cccnc2)c1 (configuration not stated) | 1% | -4% | ? | 2% | -9 | -1% | 4% | 9% | -6% | 0% | 0.2%
CN(CC(=O)NCc1cccnc1)S(=O)(=O)c1cc(Cl)ccc1Cl | 13% | -2% | 8% | 3% | 16 | -3% | -4% | -2% | 6% | -6% | 0.3%
O=C(Nc1ccc(NC(=O)c2cc3ccccc3o2)cc1)c1ccc2c(c1)OCCO2 | 4% | 1% | 10% | 4% | -11 | 3% | 8% | ? | 2% | 0% | -0.1%
CCOc1ccccc1/C=C(\C#N)C(=O)Nc1cccc(C(=O)O)c1 | ? | -2% | 3% | -1% | -8 | -2% | 3% | 14% | -7% | 10% | 0.0%
CCOc1ccc(C2c3c(oc4ccccc4c3=O)C(=O)N2c2ccc(C)cn2)cc1OC (configuration not stated) | 6% | -3% | 0% | 6% | 6 | 3% | -19% | -28% | -7% | 2% | -0.3%
COc1ccc(N2CCN(C(CNC(C)=O)c3ccco3)CC2)cc1 (configuration not stated) | -5% | 2% | 3% | 0% | -1 | 3% | 1% | 3% | -4% | 2% | -0.1%
Cc1cc(C)n(-c2nc(N(C)C)nc(N3CCOCC3)n2)n1 | -24% | -2% | 1% | nt | 9 | -3% | 6% | -28% | -10% | 1% | 0.0%
CCc1ccc(C(=O)c2cc3ccc(O)cc3oc2=O)cc1 | 2% | -2% | 1% | -2% | -1 | 9% | -3% | ? | -4% | 4% | -0.8%
Nc1ccc(C(=O)OCC(=O)NC2CC2)cc1[N+](=O)[O-] | ? | -7% | -3% | 8% | -7 | 1% | 9% | 19% | 3% | 1% | 0.0%

Reprinted from the part before: 2 entries, then new ones.
SMILES | Chronic BCR inh | TSG101-PTAP inh | Tb PFK inh | uPA generation | TSHR antagonist | Mito fusion act | TCR activator | ELG1 DNA repair | Eya2 inh | USP2a inh | B2AR arrestin
CCc1ccc(C(=O)c2cc3ccc(O)cc3oc2=O)cc1 | 2% | -2% | 1% | -2% | -1 | 9% | -3% | ? | -4% | 4% | -0.8%
Nc1ccc(C(=O)OCC(=O)NC2CC2)cc1[N+](=O)[O-] | ? | -7% | -3% | 8% | -7 | 1% | 9% | 19% | 3% | 1% | 0.0%
CCCSc1nc2cc(C)c(C)cc2n1CC(C)O (configuration not stated) | -1% | -2% | -3% | -4% | -1 | 5% | 2% | 29% | -6% | 0% | 0.4%
CC(=O)Nc1ccc(S(=O)(=O)NC2(C(F)(F)F)C(=O)Nc3c2c(=O)[nH]c(=O)n3Cc2ccccc2)cc1 (configuration not stated) | 4% | -2% | -5% | 0% | 5 | -3% | 1%[46.1 µM] | 1% | 5% | 3% | 1.9%
Cc1cccc(C)c1NC(=O)COC(=O)c1ccccc1[N+](=O)[O-] | -11% | -1% | 0% | 0% | -5 | 6% | -3% | 0% | -2% | -1% | -0.2%
Cc1ccccc1N1C(=O)C(Oc2ccc(Cl)cc2)C1CNCCCOC(C)C (configuration not stated) | -1% | -4% | -2% | -6% | 1 | -12% | -8%[46.1 µM] | 9% | -14% | 0% | -0.1%
CC(C)C[C@@]12C(=O)N(c3cccc(Br)c3)C(=O)N1[C@H](c1ccc(F)cc1)[C@@H]1C(=O)N(C3CCCCC3)C(=O)[C@@H]12 | 4% | -1% | -19% | 17% | -5 | 22% | -3% | 18% | 0% | 1% | -0.1%
Cc1ccc(S(=O)(=O)N2CCC(=O)N(CCOC(=O)NCc3ccccc3)CC2)cc1 | -5% | 0% | -5% | -3% | 0 | -3% | 3% | 18% | 5% | 0% | -0.4%
CC(C)(C)NC(=O)C(c1ccco1)N(Cc1ccc(F)cc1)C(=O)c1snc(C(N)=O)c1N (configuration not stated) | 0% | nt | 1% | 6% | -11 | 1% | nt | 1% | -8% | -2% | -1.7%
O=[N+]([O-])c1ccc(Cl)cc1Sc1ccccn1 | -1% | -3% | -15% | -2% | -8 | 4% | 3%[46.1 µM] | 0% | -1% | -1% | -1.8%
N/C(COc1cccc(Cl)c1)=N\O | 2% | 0% | -13% | 3% | 4 | 5% | 7% | 0% | -6% | 1% | -0.6%
Cc1nc(SCc2nc3c([N+](=O)[O-])cccc3[nH]2)c2oc3ccccc3c2n1 | 0% | -9% | 1% | -5% | -2 | nt | -2% | ? | -18% | 3% | 0.2%
Cc1cccc(NC(=O)NCc2ccccn2)c1 | -13% | -2% | 0% | 0% | -9 | -4% | -2%[46.1 µM] | ? | 3% | -1% | 0.2%

Source: PubChem BioAssay (National Center for Advancing Translational Sciences (NCATS))
